Assay outcomes: PubChem BioAssay, several laboratories
SUMO Mot1 rescue: inhibitors of SUMOylation pathway: yeast Mot1-301 growth rescue; 1% of 320,000 active; S. cerevisiae Mot1-301 growth rescue, ATP luminescence, 38.5C; percent above DMSO median, 100 means doubled; growth rescue, % at 18.8 µM; AID 2716;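 active = every valid replicate shows activation above 250% relative to neutral control wells; inactive = the rest, any valid replicate at or below 250%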;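 also: OY570 slx delta 5 strain wells were the positive control but not used for scaling; some compounds called inactive have numbers as strong as hits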
Rtt109 Vps75: blocks Candida albicans Rtt109/Vps75 acetyltransferase activity; AID 540336; 0.16% of 330,000 active; purified Rtt109/Vps75, ThioGlo CoA-SH fluorescence, 4 h; inhibition, % at 34.9 µM;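 active = inhibition of at least 50% in every replicate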
RTF Ca sens act: increases calcium sensitivity of human cardiac regulated thin filaments. P19429+P45379. IANBD-labeled TnC RTF fluorescence at EC20 calcium; 0% EC20 calcium, 100% full calcium. activation, % at 7.2 µM. 0.24% of 340,000 active. AID 493008;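 active = activation above the mean over all tested compounds plus 3 SD, cut at about 30% in these data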;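 also: rise in fluorescence read as greater calcium sensitivity of cardiac thin filaments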
Cardiac RTF inh: cardiac RTF calcium desensitization. P19429+P45379. IANBD-labeled cardiac RTF, Ca2+ fluorescence. inhibition, % at 7.15 µM. 0.12% of 340,000 active;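 active = inhibition above the mean inhibition of all tested compounds plus 3 SD, cut at about 17% in these data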;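 also: assay run at fixed EC70 calcium of 1.6 mM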
CDK5 inh: CDK5/p35 (human) kinase inhibition; AID 488839; Recombinant CDK5/p35, ADP-Glo luminescence, 60 min; Q00535+Q15078; 0.01% of 330,000 active; inhibition, % at 10 µM;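 active = highest replicate inhibition of at least 50% and at least 75% of replicates reaching 50%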;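 also: plate controls were DMSO neutral control for no effect and GW8510 at 10 µM for full effect; many of its hits are not listed in these tables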
PvdQ acylase: P. aeruginosa PvdQ acylase inhibition. purified PvdQ acylase, fluorescence plate reader. inhibition, % at 10 µM. 0.063% of 340,000 active. AID 488965; in the data active = inhibition above about 30%, passing the limit was not always enough;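 also: 0% = vehicle neutral wells and 100% = reference inhibitor wells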
PfHsp90 yeast 2: growth inhibition of yeast expressing Plasmodium Hsp90; S. cerevisiae expressing PfHsp90, BacTiter-Glo ATP, 48 h; yeast lacking PDR1 and PDR3 efflux regulators; inhibition, % at 9.4 µM; 0.32% of 310,000 active;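 active = every replicate shows inhibition above about 80%, whatever the replicate mean, limit read from the data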;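 also: 0% = DMSO neutral controls and 100% = 20 µM radicicol positive controls; yeast relying on Plasmodium falciparum Hsp90 in place of its own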
NSD2 HMT inh: blocks human histone methyltransferase NSD2; AID 743445; inhibition, % at 12.5 µM; O96028; 0.54% of 310,000 active; NSD2 peptide methylation, AlphaScreen, 120 min; in the data active = inhibition above about 50%
C-LANA FP: inhibitors of KSHV LANA C-terminal domain DNA binding | MBP-C-LANA/FAM-LBS DNA binding, fluorescence polarization | inhibition, % at 9 µM | 0.078% of 340,000 active;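 active = highest replicate inhibition at or above 60% at 9 µM, even if other replicates fall short; inactive = all replicates below 60% inhibition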;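 also: 0% = neutral control wells and 100% = 4 µM acridine orange control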
Keap1-Nrf2 PPI: disrupts human Keap1 binding to Nrf2 peptide; Q14145; Keap1 Kelch-Nrf2 peptide fluorescence polarization, 1536-well; inhibition, % at 9.4 µM; 0.15% of 340,000 active; AID 504523; in the data active = inhibition above about 12%;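 also: human Keap1 Kelch domain with fluorescein labeled Nrf2 9mer peptide probe; 0% = neutral control wells and 100% = peptide positive control; higher means more block of Keap1 binding to Nrf2 peptide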
Target sequence (Q14145 whole entry, looked up, the tested form may be a part): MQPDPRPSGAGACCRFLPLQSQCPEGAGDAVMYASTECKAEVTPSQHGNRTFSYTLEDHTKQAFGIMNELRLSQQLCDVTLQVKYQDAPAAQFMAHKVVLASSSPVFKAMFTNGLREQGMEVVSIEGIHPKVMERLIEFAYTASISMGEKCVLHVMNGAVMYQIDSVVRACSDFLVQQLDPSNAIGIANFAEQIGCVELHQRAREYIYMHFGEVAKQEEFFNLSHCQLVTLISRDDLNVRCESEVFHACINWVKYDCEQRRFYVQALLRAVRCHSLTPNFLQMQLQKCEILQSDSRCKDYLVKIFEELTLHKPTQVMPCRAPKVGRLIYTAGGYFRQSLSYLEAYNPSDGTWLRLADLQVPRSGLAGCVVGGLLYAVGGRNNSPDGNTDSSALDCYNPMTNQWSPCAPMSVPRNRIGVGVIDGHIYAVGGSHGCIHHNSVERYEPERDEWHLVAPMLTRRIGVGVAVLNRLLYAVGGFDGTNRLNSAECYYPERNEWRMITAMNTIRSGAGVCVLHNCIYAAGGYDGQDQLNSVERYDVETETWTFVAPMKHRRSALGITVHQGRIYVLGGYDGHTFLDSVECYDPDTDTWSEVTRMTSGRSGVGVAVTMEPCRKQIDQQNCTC
dFosB act: activators of mouse delta FosB homodimer; purified delta FosB, TAMRA-CDK5 oligo fluorescence polarization; percent of positive-control signal above neutral wells; activation, % at 25 µM; P13346; 0.99% of 340,000 active;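 active = mean activation above about 17%, with every replicate also reaching it, limit read from the data, passing the limit was not always enough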;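 also: fluorescence polarization rise as delta FosB binds a TAMRA Cdk5 AP-1 oligo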
Target sequence (P13346 whole entry, looked up): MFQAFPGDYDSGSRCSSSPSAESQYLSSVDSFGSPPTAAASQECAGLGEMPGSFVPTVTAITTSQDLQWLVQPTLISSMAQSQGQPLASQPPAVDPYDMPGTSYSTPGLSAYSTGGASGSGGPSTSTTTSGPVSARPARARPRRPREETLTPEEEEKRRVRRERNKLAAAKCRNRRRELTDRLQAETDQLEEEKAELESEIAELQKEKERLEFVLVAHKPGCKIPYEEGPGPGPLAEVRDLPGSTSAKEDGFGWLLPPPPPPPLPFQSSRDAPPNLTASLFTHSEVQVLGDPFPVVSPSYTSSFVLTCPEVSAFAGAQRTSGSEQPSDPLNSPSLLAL
* hit, by the source's call; . = no result given.

No.	SMILES	SUMO Mot1 rescue	Rtt109 Vps75	RTF Ca sens act	Cardiac RTF inh	CDK5 inh	PvdQ acylase	PfHsp90 yeast 2	NSD2 HMT inh	C-LANA FP	Keap1-Nrf2 PPI	dFosB act
1	Cc1ccccc1NC(=O)Cc1nc(COC(=O)c2cc(Cl)ccc2O)cs1	3.2	-4.0	-0.4	9.8	0.1	-13.2	-20.6	-1.9	-0.4	-3.8	11.0
2	NNC(=O)COc1ccccc1F	212.1	-6.5	1.0	2.3	1.5	-16.7	-0.5	-2.6	-0.6	1.3	5.0
3	O=C(Nc1cccnc1)C12CC3CC(CC(C3)C1)C2	5.6	-8.7	7.4	4.4	-0.9	-5.5	-10.3	-0.8	-0.4	0.0	3.1
4	Cc1nc2ccc(S(=O)(=O)NCC(=O)NC(C)c3ccccc3)cc2s1 (centres undefined)	13.2	-4.4	-6.3	-8.3	-1.7	-5.9	3.7	-3.8	3.0	-1.3	0.4
5	O=S(=O)(Nc1nc2ccccc2nc1N1CCN(c2ccccc2F)CC1)c1ccc(Cl)cc1	.	.	-2.3	-5.2	-1.2	-8.7	.	6.9	-0.8	-0.1	1.5
6	O=C(NN1C(=O)C2CCCCC2C1=O)c1ccco1 (centres undefined)	0.7	-0.8	-7.5	-3.1	0.6	-6.7	-2.7	4.7	-1.1	-2.2	6.3
7	O=C(OCc1cc2ccccc2[nH]c1=O)c1cccs1	12.2	-2.9	6.3	-6.1	-5.0	-11.5	-18.3	-1.0	-2.0	-2.5	-4.0
8	CC(=O)c1cccc(NC(=O)N2CCCC2C(=O)Nc2cccc(C)c2)c1 (centres undefined)	11.8	-1.2	2.0	-6.5	-0.1	-11.2	-5.3	0.1	-0.5	-4.1	-5.7
9	CCCc1nn2c(=O)cc(CSCC(=O)Nc3ccccc3OC)nc2s1	-10.5	-0.8	-1.2	-0.2	1.7	-16.2	34.9	-9.1	3.0	-9.0	-4.1
10	O=C(O)COc1ccccc1/C=N/NC(=O)CSc1nnc(-c2ccc(Cl)cc2)n1C1CCCCC1	22.5	12.3	-2.9	5.0	0.6	-12.6	-1.3	9.9	-0.6	1.5	-7.4
11	N=C1/C(=C\c2coc3ccccc3c2=O)C(=O)N=C2SC(c3ccncc3)=NN12	-26.6	14.9	91.6*	-170.6	2.0	11.1	-62.6	97.9*	-24.2	-62.2	-23.9
12	Cc1ccnc(NC(=O)C2CCN(S(=O)(=O)c3ccc4ccccc4c3)CC2)c1	58.5	4.4	-6.1	-10.2	1.2	-8.1	.	-4.9	1.5	1.8	-3.7
13	CCc1cc(=O)oc2c(C)c(OCC(=O)NCCCN3CCOCC3)ccc12	12.8	6.4	-1.9	-5.6	-3.6	2.2	7.2	-0.6	-0.1	-0.1	-15.2
14	CC1CCCC(C)N1C(=O)COC(=O)c1ccc(O)cc1 (centres undefined)	1.0	1.4	4.6	-0.7	-1.8	-26.1	-2.4	-1.7	0.7	-7.3	5.1
15	COc1ccc(NC(=O)c2nc3ccccc3s2)cc1	-15.9	53.6*	3.3	-0.2	1.9	6.5	18.6	16.5	-1.0	-1.5	1.5
16	COc1ccc(C(=O)NN2C(=O)C3C(c4ccccc4)C=CC(c4ccccc4)C3C2=O)cc1 (centres undefined)	-17.5	1.7	3.5	-7.6	-1.1	-11.7	18.7	-2.0	0.3	-1.0	-10.4
17	Cc1ccc2nc(NC(=O)c3cccs3)sc2c1	-16.6	-6.2	2.9	8.7	1.4	-3.6	7.5	-0.5	0.2	0.7	10.4
18	CCC(C)NC(=O)c1cnn2c(C)c3c(nc12)CCCC3 (centres undefined)	-5.6	-7.5	-4.7	-1.7	0.9	-12.1	.	3.3	-0.3	-0.7	-11.2
19	Cc1cc(C)c2nc(C)cc(Nc3ccc(C(=O)N4CCOCC4)cc3)c2c1	2.7	-0.6	-2.5	-2.3	-0.8	9.1	3.4	11.1	-6.4	-1.0	1.0
20	O=C(Nc1ccc(OCC(=O)N2CCOCC2)cc1)Nc1cccc(Cl)c1	.	8.3	2.4	0.7	0.7	-11.4	1.0	-1.1	0.6	5.3	-2.6
21	CC1CN(C(=S)Nc2cccc([N+](=O)[O-])c2)CC(C)O1 (centres undefined)	3.1	-5.3	3.0	-1.0	-0.1	-13.1	-23.0	-1.4	2.6	2.5	5.9
22	N#C/C(=C/c1ccc(N2CCOCC2)o1)c1nc2ccccc2[nH]1	11.4	-4.6	244.0*	-194.9	0.8	6.3	3.5	7.4	-26.0	-116.2	-29.5
23	O=C(/C=C/c1ccccc1)NCc1cccnc1	-12.2	-5.3	-1.5	-3.7	0.2	2.4	7.1	-1.8	0.6	-0.3	-2.2
24	CC1(c2ccccc2)NC(=O)N(CC(=O)Nc2nnc(C3CC3)s2)C1=O (centres undefined)	-4.7	-0.4	-5.5	-12.7	-0.4	-10.4	-5.8	0.1	-0.2	0.2	-5.6
25	CCOC(=O)c1cc(-c2cc3ccccc3o2)n[nH]1	-0.1	-14.7	0.5	1.2	-0.5	6.2	-2.3	2.9	-1.1	1.2	-8.5
26	CCN(c1ccccc1)S(=O)(=O)c1ccc(C(=O)N2CC(C)CC(C)C2)cc1 (centres undefined)	-4.9	20.3	-6.7	1.9	-2.7	-9.4	-25.8	28.8	-0.4	-5.1	-18.3
27	Cc1cccc(CN2CCC(n3nccc3NC(=O)CCCc3ccccc3)CC2)n1	16.0	-5.9	0.1	-10.4	0.6	-8.8	-5.3	-8.3	0.6	-1.1	-14.2
28	CCCc1cc(C(=O)NCc2cccnc2)no1	3.1	-11.5	2.4	-0.3	-1.9	-12.5	-6.6	.	2.4	-2.4	1.9
29	CCCCNC(=O)c1onc(CSc2ccc(F)c(F)c2)c1C(=O)O	1.9	-0.1	-2.3	-3.6	1.0	-11.1	-13.5	.	2.9	-3.4	5.0
30	CC1CN(C(=S)NC(=O)c2cccc([N+](=O)[O-])c2)CC(C)O1 (centres undefined)	-6.5	-6.1	-0.8	0.2	1.6	-2.9	-10.3	-0.1	-0.2	-1.8	0.7
31	CCc1ccc(OCC(=O)Nc2ccc(S(=O)(=O)Nc3cc(C)on3)cc2)c(Br)c1	-6.1	16.4	-10.5	-1.3	-1.5	-1.0	-6.3	35.0	1.4	-2.8	-10.8
32	Cc1ccc(S(=O)(=O)NCC(=O)OCC(=O)NCCc2ccccc2)cc1	58.0	-5.7	2.3	-2.0	0.8	-11.5	-1.9	-1.2	1.4	-5.8	-6.0
33	COCCCNC(=S)N1CCC(NC(=O)c2ccco2)CC1	-18.2	-15.7	0.3	-5.3	1.1	-8.6	.	.	0.1	-2.4	-0.7
34	c1ccc(-c2nnc(-c3ccncc3)o2)cc1	-14.0	-8.6	1.1	-2.6	-1.9	4.9	6.3	-1.6	-0.8	-4.1	-10.0
35	CNC(=O)c1c(NC(=O)c2ccco2)sc2c1CCCC2	9.1	-17.4	0.0	-5.8	-0.4	1.5	1.4	-5.9	0.3	-6.9	-9.6
36	CC(C)(C)NC(=O)c1ccc2c(c1)N(CC(=O)N1CCN(c3ccc(F)cc3)CC1)C(=O)C(C)(C)O2	0.9	2.3	-1.4	-1.1	0.4	2.6	25.8	1.8	0.3	1.7	-8.5
37	CCCCc1nc2ccccc2c(C(=O)O)c1C	-26.1	.	-0.6	1.0	-0.7	-3.1	.	-0.2	0.5	-1.5	-4.8
38	CCc1cccc2c3c([nH]c12)C(CC)(CC(=O)O)OCC3 (centres undefined)	-5.9	6.2	5.0	-0.9	-0.6	3.3	-7.8	.	-3.4	-4.7	5.9
39	Cn1cc(CN2CCC(n3nccc3NC(=O)CCOc3ccccc3)CC2)cn1	-12.6	15.8	-0.3	-9.2	-0.3	-1.5	-0.3	-5.3	-2.4	-3.4	0.4
40	COc1ccc(C2=Nn3c(nnc3-c3ccco3)SC2)cc1OC	-3.0	6.2	3.0	-6.2	-0.3	11.7	8.1	-1.1	-0.1	-1.8	-12.5
41	N#Cc1cccc2cccc(S(=O)(=O)N3CCOCC3)c12	-9.8	-4.8	0.1	-4.6	1.1	-19.3	4.3	-3.9	0.1	0.4	2.7
42	COc1c(Cl)cc(C(=O)NN)cc1Cl	12.8	12.8	7.5	-13.0	0.7	0.6	4.0	-3.5	0.2	-5.2	1.5
43	COc1ccc(N2CCN(CCNC(=O)C3CCN(S(=O)(=O)c4cccs4)CC3)CC2)cc1	-5.1	-6.1	-2.1	-4.2	-0.4	4.2	3.1	0.6	-0.6	7.1	-2.5
44	COc1cc(C(=O)NCCc2ccc(F)cc2)ccc1OCC(=O)N1CCOCC1	-3.9	-11.1	-4.1	-5.5	-0.2	-3.8	-48.2	-1.0	-0.1	2.0	-8.3
45	Cc1cccc(N2CCN(C(=O)NCc3ccc(Cl)cc3)CC2)c1	23.3	-1.7	-3.2	-12.2	-3.1	-20.6	-25.5	7.0	0.4	-3.0	-2.4
46	c1ccc(CNc2ccc(CNc3ncn[nH]3)cc2)cc1	6.3	3.4	-0.6	-7.0	1.5	-13.1	9.6	2.4	-0.3	-8.2	-0.9
47	COc1ccc(C(O)c2nccn2C)cc1 (centres undefined)	389.1	12.5	1.6	-5.8	4.4	13.7	23.5	0.7	0.1	-3.4	-5.1
48	O=C(NC(=S)N1CCN(c2c(Cl)cccc2[N+](=O)[O-])CC1)c1cccs1	-16.0	-4.3	-3.3	0.8	0.4	3.5	-19.4	9.6	-0.7	-5.0	2.3
49	CCOC(=O)c1cc2cc(-c3c(C(=O)OCC)oc4cc(O)cc(O)c4c3=O)ccc2o1	-10.0	9.6	-2.2	-9.2	0.3	-12.3	-27.2	5.7	-0.2	-0.7	-13.3
50	O=C(CNc1cc(S(=O)(=O)N2CCOCC2)ccc1N1CCCC1)NCc1ccco1	4.8	8.0	-2.1	-5.3	0.6	-12.6	0.2	-2.6	-2.3	-4.4	-2.0

Later entries
No.	SMILES	SUMO Mot1 rescue	Rtt109 Vps75	RTF Ca sens act	Cardiac RTF inh	CDK5 inh	PvdQ acylase	PfHsp90 yeast 2	NSD2 HMT inh	C-LANA FP	Keap1-Nrf2 PPI	dFosB act
51	O=C(CNC(=O)c1ccco1)OCc1c(F)cccc1Cl	-4.2	-0.2	-1.8	-5.3	0.7	-6.3	-10.4	1.2	1.1	0.8	-1.7
52	Cc1ccc(NC(=O)CCNS(=O)(=O)c2ccc3[nH]c(=O)oc3c2)cc1	11.0	-5.6	-0.8	-0.8	0.4	-6.1	-8.7	0.0	-0.7	-6.3	4.4
53	Nc1nc(SCC(=O)Nc2ccccc2C(F)(F)F)[nH]c(=O)c1-c1ccccc1	4.4	-11.0	5.2	-8.0	2.2	-1.8	4.3	0.1	0.2	-3.2	-11.4
54	O=C(NCCN1CCOCC1)C(=O)NCC1CCCO1 (centres undefined)	-12.9	-2.8	-3.1	-17.4	.	-5.7	-13.9	-3.7	-0.2	-4.5	3.1
55	Cc1cnc(N=Nc2ccccc2)[nH]1	.	-1.9	-1.9	-3.4	5.6	-12.7	6.1	2.7	0.2	-0.5	-2.7
56	COc1cccc(-n2c(-c3cccc(S(=O)(=O)N(C)C)c3)n[nH]c2=S)c1	-7.6	-14.4	5.6	-7.1	-4.7	-4.8	-15.2	-6.4	-0.8	-5.1	-2.1
